Bioassay records: PubChem BioAssay, National Center for Advancing Translational Sciences (NCATS)
GLS inh: qHTS for Inhibitors of Glutaminase (GLS). AID 624170, 2012. Glutaminase kidney isoform, mitochondrial (Homo sapiens), O94925. Potency, µM (series often up to 45.5 µM), inactives show top-dose activity change, negative = inhibition, usual class: inhibitors. GLS enzymatic activity, qHTS titration. 0.21% of 410,000 active; note: % is set by controls: 0 for no effect and ±100 for the full control effect
Target sequence (O94925 whole entry, looked up, canonical isoform): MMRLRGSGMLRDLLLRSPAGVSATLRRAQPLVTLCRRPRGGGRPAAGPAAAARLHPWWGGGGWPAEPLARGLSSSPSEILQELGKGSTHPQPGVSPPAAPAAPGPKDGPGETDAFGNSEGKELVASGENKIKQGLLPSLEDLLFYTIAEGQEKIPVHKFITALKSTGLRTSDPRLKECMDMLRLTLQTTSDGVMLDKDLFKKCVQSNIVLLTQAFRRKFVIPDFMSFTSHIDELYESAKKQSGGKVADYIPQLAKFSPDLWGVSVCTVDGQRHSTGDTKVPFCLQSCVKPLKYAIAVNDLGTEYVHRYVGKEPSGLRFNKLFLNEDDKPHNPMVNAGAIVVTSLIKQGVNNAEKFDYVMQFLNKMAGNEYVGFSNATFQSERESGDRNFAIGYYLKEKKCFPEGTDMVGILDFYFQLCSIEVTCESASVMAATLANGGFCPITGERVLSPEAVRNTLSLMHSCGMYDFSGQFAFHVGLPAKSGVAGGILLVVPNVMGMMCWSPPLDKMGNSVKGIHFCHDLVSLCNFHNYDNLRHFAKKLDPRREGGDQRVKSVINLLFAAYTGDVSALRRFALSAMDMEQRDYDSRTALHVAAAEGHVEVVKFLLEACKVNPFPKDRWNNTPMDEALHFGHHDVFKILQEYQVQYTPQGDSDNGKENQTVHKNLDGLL
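Enzyme dispensed in phosphate buffer (45 mM, pH 8.2, 0.02% Tween-20), compounds pinned in, then 1 mM L-glutamine solution and the glutamate oxidase–HRP–Amplex Red mix added; fluorescence read immediately and again after 30 min at room temperature.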
Tb PGK inh: qHTS Assay to Find Inhibitors of Phosphoglycerate Kinase; Phosphoglycerate kinase, glycosomal (Trypanosoma brucei brucei), P07378; PGK/GAPDH coupled, Kinase-Glo luminescence, 60 min; Potency, µM (titrated, usually from 57.5 µM), for the others: at the highest dose activity change, negative = inhibition, hits mostly inhibitors; 0.043% of 380,000 active; AID 602233, 2012; note: % is set by controls: 0 for no effect and ±100 for the full control effect; nearly all actives have a fitted effect of over 60% in size
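Luminescent ATP detection (Kinase-Glo Plus) follows a 60-minute room-temperature incubation, with wells lacking PGK as controls. Buffer: 100 mM TEA (pH 7.6), 5 mM MgCl2, 0.01% Tween-20. Coupling enzyme GAPDH (100 nM final) supplies unstable 1,3-BPG in-well.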
JMJD2A Tudor: qHTS Assay for Inhibitors of JMJD2A-Tudor Domain; AlphaScreen JMJD2A-Tudor / H3K4me3 peptide binding; Potency, µM (titrated, usually from 114 µM), for inactives: at the highest dose activity change, negative = inhibition, most hits filed as inhibitors; 4.4% of 390,000 active; note: % is set by controls: 0 for no effect and ±100 for the full control effect; nearly all actives have a fitted effect of over 50% in size
TrxR1 inh: qHTS Assay for Inhibitors of Mammalian Selenoprotein Thioredoxin Reductase 1 (TrxR1): qHTS. Thioredoxin reductase 1, cytoplasmic (Rattus norvegicus), O89049. Potency, µM (highest dose often 114 µM), for inactives: top-dose activity change, negative = inhibition, hits mostly inhibitors. recombinant rTrxR1, NADPH fluorescence consumption, selenite substrate. 1% of 390,000 active; note: % is set by controls: 0 for no effect and ±100 for the full control effect; nearly all actives have a fitted effect of over 65% in size
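Rat TrxR1 (90 nM in the dispensed reagent) was pre-reduced with 400 uM NADPH for 5 min at room temperature, then incubated with compound for 15 min. After 400 uM selenite was added, NADPH fluorescence (Ex 340/Em 450 nm) was followed for 8 min.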
ALOX12 inh: Primary qHTS assay for inhibitors of human arachidonate 12S-lipoxygenase (ALOX12): Round 2. Polyunsaturated fatty acid lipoxygenase ALOX12 (Homo sapiens), P18054. 1.1% of 580,000 active. Potency, µM (titrated, usually from 108 µM), for inactives: at the top dose activity change, negative = inhibition, hits mostly inhibitors. purified 12hLO, xylenol orange hydroperoxide absorbance; note: % is set by controls: 0 for no effect and ±100 for the full control effect
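Purified human 12hLO at 150 nM in 25 mM Hepes, 0.01% Triton X-100, pH 7.0, preincubated 15 min at room temperature with compound. Reaction started with 40 uM arachidonic acid, 30 min at room temperature. Hydroperoxide measured by Fe-xylenol orange, 573/405 nm absorbance ratio.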
RGS4 inhibitor: Inhibitors of Regulator of G Protein Signaling (RGS) 4: qHTS | Transcreener GDP fluorescence polarization, RGS4-accelerated GTP hydrolysis | Potency, µM (top dose mostly 114 µM), without a hit: at the top dose activity change, negative = inhibition, usual class: inhibitors | 0.039% of 390,000 active | AID 504845, 2011; note: % is set by controls: 0 for no effect and ±100 for the full control effect; nearly all actives have a fitted effect of over 75% in size; some results filed as inactive show a strong effect at the top dose
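MLSMR compounds (23 nl, pin-transferred) preincubated 10 min at room temperature with a 500nM (2x) first reagent, then RGS4 at 900nM (2x) plus Transcreener GDP mix added; fluorescence polarization (620/688 nm) read before and after 90 min at 30 °C.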
Pin1 inhibitor: qHTS Assay to Find Inhibitors of Pin1. Peptidyl-prolyl cis-trans isomerase NIMA-interacting 1 (Homo sapiens), Q13526. Pin1 FP peptide displacement, HiFluor488, 10 min. Potency, µM (titrated, usually from 115 µM), without a hit: at the highest dose activity, negative = inhibition, usual class: inhibitors. 0.009% of 390,000 active. AID 504891, 2011; active = well fitted inhibition curve with a large enough effect in the polarisation, with a control signal flat, not every such curve was filed as active; inconclusive = small, poorly fitted or top-dose-only effect, or effect the other way, or a change in a side signal; inactive = no such curve, though single readings can be large or run the other way; the % refers to the polarisation; note: % is set by controls: 0 for no effect and ±100 for the full control effect
Target sequence (Q13526 whole entry, looked up): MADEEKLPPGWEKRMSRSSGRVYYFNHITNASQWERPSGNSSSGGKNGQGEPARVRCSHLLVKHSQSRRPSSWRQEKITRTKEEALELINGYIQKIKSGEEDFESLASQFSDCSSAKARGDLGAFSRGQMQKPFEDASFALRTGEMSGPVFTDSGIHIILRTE
HP1b binding inh: HTS for Inhibitors of HP1-beta Chromodomain Interactions with Methylated Histone Tails. Chromobox protein homolog 1 (Homo sapiens), P83916. AlphaScreen HP1-beta / biotin-H3K9me3 peptide binding. Potency, µM (highest dose often 114 µM), for inactives: top-dose activity change, negative = inhibition, usual class: inhibitors. 0.56% of 390,000 active. AID 540317, 2011; note: nearly all actives have a fitted effect of over 70% in size; inactives centre near 23
Target sequence (P83916 whole entry, looked up): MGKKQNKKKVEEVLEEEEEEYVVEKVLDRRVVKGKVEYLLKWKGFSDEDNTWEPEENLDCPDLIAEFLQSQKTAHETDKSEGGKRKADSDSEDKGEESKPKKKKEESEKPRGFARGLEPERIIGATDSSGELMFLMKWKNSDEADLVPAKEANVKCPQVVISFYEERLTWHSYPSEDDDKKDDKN
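HP1-beta protein (50 nM final) preincubated 30 min at room temperature with biotinylated H3(1-18)K9me3 peptide (50 nM) in PBS pH 7.4, 0.01% Tween-20, then compound added for 30 min. AlphaScreen streptavidin donor/nickel chelate acceptor beads (10 ug/mL final), 30 min dark, luminescence read.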
ERG Ets-DNA blk: qHTS for Small Molecule Inhibitors of the ERG Ets/DNA interaction; Potency, µM (doses to about 76.9 µM), for the others: at the highest dose FP activity, negative = inhibition, most hits filed as inhibitors; 0.028% of 370,000 active; fluorescence polarization, His-ERG Ets domain / labelled DNA; AID 624246, 2012; Transcriptional regulator ERG (Homo sapiens), P11308; active = well fitted inhibition curve with a large enough effect in the polarisation, with a control signal flat; inconclusive = small, poorly fitted or top-dose-only effect, or effect the other way, or a change in a side signal; inactive = no such curve, though single readings can be large or run the other way; the % refers to the polarisation;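 note: polarization taken with two DNA probes labelled with fluorescein and Texas red; % of control where 0% means no effect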
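His-tagged ERG Ets domain (1 uM in the protein solution; 300mM KCl, 50mM Tris-HCl, 1mM EDTA, 1mM DTT, pH 7.5) received compound, then a probe mix of 5 nM fluorescein-DNA and 100nM Texas-615-DNA. Fluorescence polarization was read for both dyes.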
Starred values were filed as active, the others as inactive; i = inactive; ? = inconclusive; · = no result given; [ ] = another dose, or the depositor's remark. Unless noted, calls come from the whole dose curve; as a rule, active = well fitted curve in the direction sought with a large enough effect; inconclusive = small, poorly fitted or top-dose-only effect, or another doubt; inactive = no such curve, though single readings can be large; an effect the other way counts as inactive or inconclusive. Potency is the fitted concentration of half-maximal effect. Not all compounds are listed. The share of hits here may be higher or lower than overall.

SMILES	GLS inh	Tb PGK inh	JMJD2A Tudor	TrxR1 inh	ALOX12 inh	RGS4 inhibitor	Pin1 inhibitor	HP1b binding inh	ERG Ets-DNA blk
CCN1C(=O)/C(=C\c2cccc(OC(=O)c3ccco3)c2)SC1=S	-13%	-13%	?	25%	-12%	17%	-4%	?	33%[activator]
COc1ccc([C@H]2CC(=O)C=C(c3cccc(C(F)(F)F)c3)C2)cc1	-6%	3%	?	5%	-2%	?	-7%	25%	-1%
CCN(C(=O)COC(=O)c1cc(S(=O)(=O)N2CCOCC2)c(Cl)cc1Cl)C1CCS(=O)(=O)C1 (configuration not stated)	0%	-8%	-11%	4%[57.1 µM]	0%	26%	0%	6%	4%
COc1cc2c(cc1OC)C(C)N(C(=O)c1cc3c(s1)-c1c(C)cccc1OC3)CC2 (configuration not stated)	-6%	-9%	-4%	96%[activator]	436%[activator]	-13%	12%	67%[activator]	-13%
O=C1c2ccccc2NC(c2ccc(-c3ccc(C(F)(F)F)cc3)o2)N1O (configuration not stated)	19%	0%	-30%	?	28µM*	-3%	3%	4%	·
Cc1cc(C)c(C)c(S(=O)(=O)NCC(=O)O)c1C	4%	i	-5%	1%	45%[activator]	-4%	-8%	35%[activator]	-6%
COc1ccc(Cl)cc1NC(=S)NC(=O)c1ccc2c(c1)OCO2	-4%	-7%	-13%	?	0%	-42%	0%	22%	-4%
CCCCNC(=O)CCc1c(C)nc2cc(-c3ccccc3)nn2c1C	1%	-5%	-4%	-7%	-16%	-2%	-6%	28%	-5%
O=C(CCCN1C(=O)c2ccccc2C1=O)Nc1ccccn1	-10%	-5%	-11%	3%	59%[activator]	0%	5%	39%[activator]	-4%
O=S(=O)(NCC1CCCO1)c1ccc(Br)cc1 (configuration not stated)	0%	-3%	13%	21%	0%	-7%	-3%	53%[activator]	4%
COc1ccc(OCCC(=O)N2CCCCC2)cc1	6%	-3%	-16%	19%	-22%	0%	1%	17%	-1%
CCOc1nc(Nc2ccc(Cl)cc2)nc(OCC)n1	-6%	i	10%	11%[57.1 µM]	0%	-10%	-2%	67%[activator]	-9%
Cc1ccc(Cn2cc(-c3ccccc3)nn2)cc1	1%	7%	7%	4%	3%	5%	3%	52%[activator]	1%
Cc1ccc(-c2cn(-c3cccc(Cl)c3)c(S(=O)(=O)CC(=O)Nc3ccccc3F)n2)cc1	-6%	-8%	?	6%	-23%	-34%	17%	-5%	-10%
CCc1ccc(NC(=O)CCn2cccc2)cc1	4%	-1%	-30%[57.1 µM]	7%	?	-13%[56.9 µM]	?	-17%	3%
CCN(CC)C(=O)C1CCN(c2nnc(C)c3c(C)n(-c4ccc(Cl)cc4)nc23)CC1	0%	-1%	-9%	-5%	5%	4%	20%	14%	-2%
O=C(Nc1ccc2c(c1)C(=O)OC2)c1ccc(Cl)cc1Cl	1%	-7%	7%	19%	-12%	-15%	7%	14%	-10%
CC(C)(C)c1ccc(NC(=O)Nc2ccc(OCC(=O)N3CCOCC3)cc2)cc1	3%	-2%	?	23%[57.1 µM]	0%	30%	-6%	-9%	5%
COc1ccccc1CNC(=O)c1cccc(S(=O)(=O)N2CCN(C)CC2)c1	10%	6%	5%[11.4 µM]	9%[57.1 µM]	5%	-11%	0%	49%[activator]	-5%
O=C(NCCc1ccc(Cl)cc1)C1CCN(S(=O)(=O)N2CCC3(CC2)OCCO3)CC1	4%	·	-4%	20%	-11%	-18%	-5%	23%	·
O=C1CCC(CCC(=O)N2CCCC(C(=O)c3cccc(C(F)(F)F)c3)C2)=NN1 (configuration not stated)	-1%	-12%	-5%	10%	-5%	-13%	-2%	41%[activator]	11%
O=C(Cn1cc(C(=S)N2CCOCC2)c2ccccc21)N1CCOCC1	3%	-4%	3%	19%[57.1 µM]	?	3%	0%	24%	-2%
O=C1CC(C(=O)N2CCC(N3CCC(C(=O)NC4CC4)CC3)CC2)c2ccccc21 (configuration not stated)	-2%	-7%	-9%	6%	3%	39%	5%	38%[activator]	-2%
Cc1cccc(Nc2ncnc3ccc(Br)cc23)c1	4%	-9%	13%	5%	2%	29%	?	58%[activator]	-1%
CCc1noc(C)c1C(=O)N1CCN(c2cccc(C)c2C)CC1	1%	0%	-13%	24%	-20%	2%	3%	16%	-6%
O=C(Nc1cccc(Cl)c1)Nc1nnc(-c2ccccc2)o1	-5%	-6%	-15%	10%[57.1 µM]	-22%	-22%	5%	55%[activator]	2%
COc1ccc(N2CCN(C(CNS(=O)(=O)c3ccc(C)cc3)c3ccccc3)CC2)cc1 (configuration not stated)	26%	-2%	20µM*	11%[11.4 µM]	-25%	-49%	2%	32µM*	-8%
Nc1nc(SCc2ccccc2Cl)nc2nc3c(cc12)CCCC3	-9%	-3%	-3%	24%	-1%	-14%	30%[activator]	35%	-3%
CCOc1ccccc1C1C(C(=O)N2CCCCC2)=C(C)Nc2nc3ccccc3n21 (configuration not stated)	-2%	1%	-15%	10%	-15%	3%	13%	36%	1%
O=C(NCCN1C(=O)S/C(=C\c2ccccc2)C1=O)c1cc(S(=O)(=O)N2CCOCC2)c(Cl)cc1Cl	8%	-4%	3%	-11%	-26%	5%	?	18%	-2%

The last 2 entries of the part before lead into the next:
SMILES	GLS inh	Tb PGK inh	JMJD2A Tudor	TrxR1 inh	ALOX12 inh	RGS4 inhibitor	Pin1 inhibitor	HP1b binding inh	ERG Ets-DNA blk
CCOc1ccccc1C1C(C(=O)N2CCCCC2)=C(C)Nc2nc3ccccc3n21 (configuration not stated)	-2%	1%	-15%	10%	-15%	3%	13%	36%	1%
O=C(NCCN1C(=O)S/C(=C\c2ccccc2)C1=O)c1cc(S(=O)(=O)N2CCOCC2)c(Cl)cc1Cl	8%	-4%	3%	-11%	-26%	5%	?	18%	-2%
Cc1ccnc(NS(=O)(=O)c2ccc(N3C(=O)c4c(Cl)c(Cl)c(Cl)c(Cl)c4C3=O)cc2)n1	-9%	4%	89µM*	-14%[57.1 µM]	-12%	-24%	8%	?	4%
NS(=O)(=O)c1ccc(-c2ccc(C=NC3CCS(=O)(=O)C3)o2)cc1 (configuration not stated)	2%	-3%	-8%	?	-23%	-23%	31%[activator]	28%	3%
CCOCCCNC(=O)c1ccc2c(c1)N=C(CC)c1cc(Br)ccc1S2	-6%	-6%	-21%	6%	1%	3%	-1%	5%	60%[activator]
CCCC(C(=O)NC(C)(C)C)N(Cc1ccc(F)cc1)C(=O)c1snc(C(N)=O)c1N (configuration not stated)	-5%	-7%	-10%	9%	-6%	-6%	-2%	31%	-6%
CN(CC(=O)N1CCCC1)S(=O)(=O)c1cccc(Cl)c1	1%	7%	-2%	12%	4%	19%	2%	-5%	0%
CCCCCCc1cc2cc(C(=O)Nc3ccccc3)c(=O)oc2cc1O	1%	-12%	-9%	?	-17%	-8%	4%	12%	7%
O=C(O)c1ccc(Oc2ccc(S(=O)(=O)c3ccc(C(=O)O)c(C(=O)O)c3)cc2)cc1	-2%	-10%	?	8%	-16%	19%	·	16%	-3%
COc1ccc(C)cc1NC(=O)CSc1nnc(CC(=O)Nc2ccccc2F)n1C	1%	i	-19%	18%[57.1 µM]	1%	-19%	0%	35%	-3%
COc1ccc2c(c1)CC[C@@H]1[C@@H]2CC[C@]2(C)[C@@H](C(=O)O)C[C@@H]12	4%	7%	-5%	4%[57.1 µM]	-10%	13%	-5%	32%	-2%
COc1ccccc1Cn1cc(C(=O)c2ccc(Cl)cc2)c(=O)c2cc3c(cc21)OCCO3	-2%	13%	-10%	7%	-14%	-8%	6%	22%	-12%
Cc1ccc(C(=O)NC(C#N)=C(Cl)Cl)cc1	11%	-9%	-25%	3.2µM*	-21%	-49%	0%	-18%	9%
COc1ccc(CCNC(=O)C2CCN(C(=O)c3ccc(Cl)cc3)CC2)cc1	0%	5%	-7%	21%	13%	3%	-8%	22%	2%
CCCN1CCN(CCCNC(=O)Cn2nc(-c3ccc(Cl)cc3)ccc2=O)CC1	6%	-3%	-17%	4%	-18%	-10%	-2%	2%	-8%
Cc1ccc(S(=O)(=O)N2CCOCC2)cc1NC(=O)CN1C(=O)NC2(CCCC2)C1=O	-1%	i	-18%	9%[57.1 µM]	2%	-3%	3%	4%	-9%
C/C(CC(=O)NC12CC3CC(CC(C3)C1)C2)=N\NC(=O)c1cnccn1	-15%	5%	-15%	?	3%	?	-4%	27%	-3%
O=C(CCCc1nc2ccccc2s1)NCc1cccnc1	-12%	-4%	-3%	2%[57.1 µM]	21%	-25%	0%	28%	5%
